FLuc counter: qHTS profiling assay for firefly luciferase inhibitor/activator using purifed enzyme and Km concentrations of substrates (counterscreen for miR-21 project); Potency, µM (highest dose often 57.5 µM), without a hit: at the highest dose activity change, negative = inhibition, usual class: inhibitors; Luciferin 4-monooxygenase (Photinus pyralis), P08659; AID 588342, 2011; purified FLuc, Km substrates, luminescence inhibition; 360,000 compounds, 6.9% hits; active = well fitted inhibition curve with a large enough effect; inconclusive = small, poorly fitted or top-dose-only effect;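 also: plate controls were vehicle for no effect and reference inhibitor for full effect; nearly all actives have a fitted effect of over 55% in size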
Target sequence (P08659 whole entry, looked up): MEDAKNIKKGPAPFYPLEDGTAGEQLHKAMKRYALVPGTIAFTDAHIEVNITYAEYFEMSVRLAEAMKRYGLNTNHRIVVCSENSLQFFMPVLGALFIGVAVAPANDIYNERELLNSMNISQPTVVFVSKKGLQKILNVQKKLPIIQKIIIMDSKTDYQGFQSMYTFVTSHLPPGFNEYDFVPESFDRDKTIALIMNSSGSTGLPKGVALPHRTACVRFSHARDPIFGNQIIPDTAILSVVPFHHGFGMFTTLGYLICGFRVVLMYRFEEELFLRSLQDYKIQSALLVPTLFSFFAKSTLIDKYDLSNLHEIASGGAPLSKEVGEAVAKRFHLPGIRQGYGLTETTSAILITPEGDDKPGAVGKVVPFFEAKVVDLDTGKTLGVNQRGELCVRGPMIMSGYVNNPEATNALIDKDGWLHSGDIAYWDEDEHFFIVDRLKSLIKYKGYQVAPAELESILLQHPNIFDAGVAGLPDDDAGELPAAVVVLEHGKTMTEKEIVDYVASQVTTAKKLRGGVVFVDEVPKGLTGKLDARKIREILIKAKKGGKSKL
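Purified P. pyralis luciferase (10nM final) with 10uM D-luciferin and 10uM ATP (Km levels) in 50mM Tris acetate pH 7.5, 10mM Mg acetate, 0.01% Tween-20, 0.05% BSA; qHTS 6-point titration, ~60 µM downward; luminescence read.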
Numbers without * were called inactive; ? = inconclusive. Potency is read from the fitted curve at half-maximal effect. This is a subset (hit frequency here may not be typical).

| SMILES | FLuc counter |
| --- | --- |
| CCC(=O)C1=C(c2ccc(C)cc2)N(C(=O)CC)n2c(nnc2C2CCCCC2)S1 | -1.6% |
| COc1cc(NC(=O)c2cc3c(s2)-c2ccccc2OC3)cc(OC)c1OC | ? |
| CCOC(=O)c1ccc(-n2c(CCC(=O)O)ccc2-c2ccc(Br)cc2)cc1 | ? |
| CN1C(=O)Cc2cc(S(=O)(=O)CCC(=O)Nc3ccc(Cl)c(C(F)(F)F)c3)ccc21 | 5.1% |
| CS(=O)(=O)c1ccc2nc(NC(=O)CS(=O)(=O)c3ccc(Cl)cc3)sc2c1 | ? |
| O=S(=O)(c1ccccc1)c1nc(-c2ccc(F)cc2)oc1N1CCCCCC1 | 6.1% |
| CC(C)c1ccc2oc(-c3cccc(NC(=O)c4ccc5c(c4)OCCO5)c3)nc2c1 | 2.13µM* |
| CCOC(=O)c1c(SCC(=O)Nc2cccc(C)c2C)nc(=O)[nH]c1C | 2.1% |
| CCOC(=O)c1c(C)[nH]c(C)c1S(=O)(=O)N1CCCC(C(=O)NCc2cccc(C)c2)C1 (stereo not drawn) | -7.5% |
| COc1cccc(NC(=O)Cn2cc(C(=O)C3CCCCC3)c3ccccc32)c1 | 4.8% |
| CC(=O)Nc1nonc1-c1nnc(SCc2ccccc2F)n1C | 1.0% |
| O=C(NCCc1ccccc1)c1cc(-c2ccc(Cl)c(Cl)c2)on1 | 1.7% |
| COc1ccc(C(=O)NCC(c2ccc(N(C)C)cc2)N2CCCC2)c(OC)c1 (stereo not drawn) | 2.2% |
| CCN(CCCNC(=O)CN1N=C(c2ccc(C)cc2)CCC1=O)c1ccccc1 | -11.5% |
| CC1CCc2c(sc3nnn(CC(=O)Nc4ccccc4Cl)c(=O)c23)C1 (stereo not drawn) | -1.1% |
| CCOc1ccc(C(=O)Nc2nnc(S(=O)(=O)N(CC)c3ccccc3C)s2)cc1 | ? |
| CC(C)(C)OC(=O)N1CCC(c2c(C(=O)N3CCCCC3)cnn2-c2ccc(Cl)cc2)CC1 | -1.7% |
| COc1cccc(CCNC(=O)c2cnc3sc(N4CCCC4)nn3c2=O)c1 | -10.1% |
| CCN(CC)c1cc2c(cc1F)c(=O)c(S(=O)(=O)c1ccc(OC)cc1)cn2Cc1ccccc1 | -7.3% |
| COc1cccc(CNC(=O)CSC2=Nc3ccccc3C3=NC(C(C)C)C(=O)N23)c1 (stereo not drawn) | 1.3% |
| COCc1cc(C)nc2sc3c(c12)NC(c1ccc(O)cc1)N(c1ccc(OC)cc1)C3=O (stereo not drawn) | ? |
| Cc1cccc(NC(=O)c2oc3ccccc3c2NC(=O)c2cc(=O)c3ccc(C)cc3o2)c1 | -1.4% |
| COC(=O)c1c(-c2cccs2)csc1NC(=O)c1cc(OC)cc(OC)c1 | ? |
| COc1ccc(NC(=O)c2oc3ccccc3c2NC(=O)Cc2coc3ccc(C)cc23)cc1 | -2.2% |
| CCOc1ccc(-c2nc3c(c(SCC(=O)N4CCCCC4)n2)Cc2ccccc2O3)cc1 | -3.5% |
| COc1ccc(CNC(=O)Cn2c(=O)oc3cc(S(=O)(=O)N4CCC(C)CC4)ccc32)cc1 | -7.3% |
| CCOC(=O)N1CCC2(CC1)OC(=O)C(C)=C2C(=O)NCc1ccccc1OC | 4.0% |
| Cc1ccc(-n2nc(C)c3c(C(=O)Nc4ccc(C)cc4Cl)cc(C)nc32)cc1 | -5.9% |
| COc1ccc(-c2cc(-c3ccccc3)c(C#N)c(SCC(O)CS(=O)(=O)Cc3ccc(Cl)cc3)n2)cc1 (stereo not drawn) | 0.6% |
| O=C(Nc1ccc(Br)cc1F)N1CC=C(c2c[nH]c3ccccc23)CC1 | 3.1% |
| O=S(=O)(NCCc1cn2ccsc2n1)c1ccc(Cl)cc1 | -4.8% |
| CCOC(=O)c1ccccc1NC(=O)N1CCC(CN2CCOCC2)CC1 | -3.5% |
| Cc1cc(NC(=O)c2cc(-c3ccc(F)cc3)on2)nn1Cc1ccc(Cl)cc1 | -5.5% |
| Cc1noc(/C=C/N(C)C)c1S(=O)(=O)N1CCCC(C(=O)Nc2cccc(F)c2)C1 (stereo not drawn) | -2.8% |
| Cc1ccccc1Cn1c(C)c(CNCCCc2ccccc2)c(C(=O)O)c1C | -9.0% |
| CC(C)CN(CCCNC(=O)c1cc(-c2ccc(Br)s2)nc2ccccc12)CC(C)C | 0.3% |
| Cc1ccc(C)c(Cn2cnc3c(cnn3-c3ccc(F)cc3)c2=O)c1 | -0.4% |
| COc1cc(C(=O)NCC(c2cccnc2)N2CCc3ccccc32)cc(OC)c1OC (stereo not drawn) | -9.7% |
| O=C(c1cc(-c2ccc(Br)cc2)n[nH]1)N1CCN(S(=O)(=O)c2ccc(Br)s2)CC1 | -7.1% |
| CCCCCCOc1ccc(C2C(=O)N(C3CCCCC3)CC(=O)N2C2CCCCC2)cc1 (stereo not drawn) | -3.2% |
| COC(=O)c1ccccc1NC(=O)[C@H]1O[C@@H]2OC(C)(C)O[C@@H]2[C@H]2OC(C)(C)O[C@H]21 | -7.2% |
| Cc1ccc(NC(=O)Cn2cc(S(=O)(=O)Cc3ccc(F)cc3)c3ccccc32)cc1Cl | -14.4% |
| COC(=O)C1CCN(S(=O)(=O)c2cc3c4c(c2)C(C)C(=O)N4CCC3)CC1 (stereo not drawn) | -7.3% |
| CCOC(=O)C1CCCN(c2nc3c(S(=O)(=O)c4ccc(CC)cc4)nnn3c3ccsc23)C1 (stereo not drawn) | -8.5% |
| Cc1nc(N2CCCC2)c2c(C(=O)N3CCN(c4ccccc4)CC3)c(C)oc2n1 | 1.8% |
| COc1cc(OC)c(OC)cc1/C=C/c1nc2cc3ccccc3cc2c(=O)n1-c1ccc(F)cc1F | -18.4% |
| Cc1cc(F)ccc1S(=O)(=O)Nc1cc2c(C(=O)O)c(C)oc2c2ccccc12 | ? |
| Cc1sc2ncn(CC(=O)N3CCN(c4ccc(F)cc4)CC3)c(=O)c2c1S(=O)(=O)N1CCCCC1 | 2.0% |
| CCOc1ccc(CCNC(=O)c2ccc3c(c2)N(Cc2ccc(C)cc2)CCS3)cc1 | -11.0% |
| Cn1ncc2c(NCc3ccccc3Cl)nc(NCCO)nc21 | 1.8% |
| O=C1Nc2ccc(S(=O)(=O)Nc3ccccc3O)c3cccc1c23 | 1.2% |
| O=C(c1ccccc1F)N1c2ncnn2C2(CCCCC2)[C@@H]2CCCC[C@@H]21 | 3.0% |
| Cc1cc(Br)ccc1NC(=O)c1coc(=O)c2ccccc12 | -6.1% |
| Cc1ccc(CNC(=O)CN2C(=O)COc3ccc(S(=O)(=O)N4CCC(C)CC4)cc32)cc1 | -13.1% |
| CCCOc1ccc(CNC(=O)C(NS(=O)(=O)c2cccs2)C(C)C)cc1 (stereo not drawn) | -2.0% |
| Cc1ccc(CNCc2ccc3c(c2)n(C)c(=O)n3C)cc1 | -1.5% |
| Cc1cc(C)cc(NC(=O)NCc2noc3ccccc23)c1 | -2.4% |
| CCc1cccc(-n2c(=O)c3cccnc3n2CC(=O)NCc2ccccc2)c1 | -15.0% |
| COc1cccc(NC(=O)Cn2c(=O)n(Cc3nc(-c4ccccc4)no3)c(=O)c3ccccc32)c1 | 4.5% |
| Cc1cccc(C(=O)NCC(=O)OCc2cc(=O)n3nc(C)sc3n2)c1 | 5.2% |

Carrying on.
| SMILES | FLuc counter |
| --- | --- |
| O=S(=O)(Nc1ccc(Cl)cc1)c1ccc(NS(=O)(=O)c2ccc3c(c2)OCCO3)cc1 | ? |
| Cc1ccc(C(=O)Nc2c(C)nc3ccccn3c2=O)cc1 | -10.8% |
| CCn1c(C(=O)NCc2ccccc2OC)cc2sccc21 | -16.0% |
| COc1ccc(S(=O)(=O)N2CCN(Cc3nc4ccc(C)cc4o3)CC2)cc1Cl | -6.6% |
| Cc1c(C(=O)NCCc2ccc(Cl)cc2)sc2nc3n(c(=O)c12)CCCC3 | -7.9% |
| Cc1ccc(C(=O)N2CCCCC2)cc1NC(=O)c1nsc2ccccc12 | ? |
| CSc1ccc(CNC(=O)CCc2c(C)nn(-c3ccc(N4CCCC4)nn3)c2C)cc1 | -9.3% |
| CCOC(=O)c1cnc2ccccc2c1Nc1ccc(N2CCOCC2)cc1 | -12.3% |
| COc1ccc(N2CCN(c3oc(/C=C/c4ccc(F)cc4)nc3C#N)CC2)cc1 | -2.0% |
| Cc1cc(C)cc(Oc2c(C(F)(F)F)oc3c(CN4CCCC(C)C4)c(O)ccc3c2=O)c1 (stereo not drawn) | 1.1% |
| O=C(COc1ccc(Cl)cc1)Nc1ccc(O)c(-c2nc3ccccc3s2)c1 | -1.1% |
| CCOc1cc2[nH]c(=O)n(CCCCC(=O)N3CCN(c4ccc(OC)cc4)CC3)c(=O)c2cc1OCC | -1.3% |
| Cc1cc(S(=O)(=O)C(CNC(=O)COc2ccccc2)c2cccs2)ccc1F (stereo not drawn) | 2.0% |
| CC(=O)Nc1ccc(NS(=O)(=O)c2c(C(=O)N3CCCCCC3)c(C)n(C)c2C)cc1 | 1.3% |
| COc1ccc(-c2nc(SCc3cc(=O)c4cc(C)ccc4[nH]3)n[nH]2)cc1 | ? |
| CCOc1ccc(NC(=O)c2cnn3c2NC(c2ccccc2)=CC3c2cccc(OC)c2OC)cc1 (stereo not drawn) | -1.7% |
| CC(C)COc1ccc(C(=O)N2CCCCC2CCN2CCCCC2)cc1 (stereo not drawn) | -0.6% |
| COc1cccc(CNS(=O)(=O)c2ccc(-c3cc(C(F)(F)F)on3)s2)c1 | 7.8% |
| O=C(Nc1ccc(F)c(Cl)c1)Nc1c[nH]c(=O)[nH]c1=O | -3.7% |
| CC1CCCCN1Cc1c(O)ccc2c(=O)c(-c3cccc(Cl)c3)c(C(F)(F)F)oc12 (stereo not drawn) | -3.8% |
| COc1ccc(NC(=O)c2ccc(CN3C(=O)CCn4nc(C)cc43)cc2)c(OC)c1 | 4.6% |
| Cc1ccc(Cl)cc1NC(=O)CSc1nc2c(c(=O)[nH]1)CN(Cc1ccccc1)CC2 | -3.5% |
| Cn1nnc2c(NCc3ccccc3)ncnc21 | -1.0% |
| O=C(Nc1ccc(F)cc1)C1CCN(S(=O)(=O)c2ccc3c(c2)CCCN3C(=O)C2CCC2)CC1 | 1.6% |
| CSc1ncc(C(=O)NCc2ccccc2F)c(-c2ccccc2)n1 | -1.0% |
| CCOc1ccc(NC(=O)c2c(NC(=O)c3ccccc3Br)sc3c2CCC(C)C3)cc1 (stereo not drawn) | -18.9% |
| CC(=O)Nc1ccc(C(=O)CSc2nnc3ccc4ccccc4n23)cc1 | 4.6% |
| COCCn1c(C)cc(O)c(C(c2ccccc2)N2CCN(c3ccccc3F)CC2)c1=O (stereo not drawn) | 3.4% |
| CN(C)c1ccc(CNC(=O)c2cnc3sc(N4CCCCCC4)nn3c2=O)cc1 | -5.3% |
| CCc1ccc(Nc2sc(C(=O)c3ccc(F)cc3)c(N)c2S(=O)(=O)c2ccccc2)cc1 | 3.3% |
| O=C(CSCc1ccccc1Cl)NCc1ccc(Cl)c(Cl)c1 | -16.8% |
| Cc1cc2c(n1-c1ccc(C(=O)NCc3ccccc3Cl)cc1)CCCC2 | 5.6% |
| Cc1ccc(CSc2nc(-c3ccc(C(C)(C)C)cc3)nc3cc(=O)[nH]n23)cc1 | -18.0% |
| COc1ccc(-c2ccc(=O)n(CC(=O)Nc3ccc(C)cc3C)n2)cc1 | -2.2% |
| CCCCN(CC)c1ncnc2c1sc1nc(N3CCOCC3)c3c(c12)CCCC3 | -2.0% |
| CCOc1ccc(NC(=O)c2c(NCc3cccs3)sc3c2CCC(C)C3)cc1 (stereo not drawn) | -10.4% |
| Cc1ccc(N(CC(=O)NCC(C)c2ccccc2)S(=O)(=O)N(C)C)cc1 (stereo not drawn) | -1.9% |
| O=C(Nc1cccc(O)c1)c1cc2nc(-c3ccc(Br)cc3)cc(C(F)(F)F)n2n1 | -3.0% |
| CCCN(C(=O)c1cc2c(s1)-c1ccccc1SC2)c1ccccc1F | 2.7% |
| CCN(c1ccccc1)c1nnc(NC(=O)Nc2ccc(C)cc2)s1 | 1.0% |
| COc1ccccc1CNc1nc(-c2ccco2)nn1S(=O)(=O)c1ccc2ccccc2c1 | -9.3% |
| CCC(=O)Nc1ccc(C)cc1-c1nc2ccccc2n(Cc2ccccc2)c1=O | -1.0% |
| C=Cc1ccc(Cn2c(C(=O)O)c(CNCc3ccc(F)cc3)c3ccc(C)cc32)cc1 | -1.8% |
| O=C(NCc1cccs1)c1ccc(Cn2c(SCc3cccc(F)c3)nc3cccnc32)cc1 | -13.1% |
| COc1ccc(C(=O)Nc2ccc(-n3nncc3-c3ccccc3)cc2)cc1OC | -9.4% |
| COc1cc(NC(=O)Cn2ccn(-c3cc(C)cc(C)c3)c(=O)c2=O)cc(OC)c1 | ? |
| Cc1ccc(Oc2c(C(F)(F)F)oc3c(CN4CCC(C)CC4)c(O)ccc3c2=O)cc1 | 0.9% |
| Cc1ccc(S(=O)(=O)N2CCN(Cc3ccc4c(c3)OCO4)CC2)cc1 | 2.2% |
| CCn1c2ccccc2c2cc(CN3CCN(Cc4ccc(OC)c(OC)c4)CC3)ccc21 | -10.3% |
| CCOc1ccc(N(CC)C(=O)c2cc3c(s2)-c2ccc(Cl)cc2SC3)cc1 | 4.5% |
| Cc1cccc(OCCCCn2c(C3CC(=O)N(c4ccccc4Cl)C3)nc3ccccc32)c1 (stereo not drawn) | -11.7% |

3 records drawn at random from those above:
| SMILES | FLuc counter |
| --- | --- |
| CCn1c2ccccc2c2cc(CN3CCN(Cc4ccc(OC)c(OC)c4)CC3)ccc21 | -10.3% |
| COc1ccc(C(=O)Nc2ccc(-n3nncc3-c3ccccc3)cc2)cc1OC | -9.4% |
| CCOc1ccc(N(CC)C(=O)c2cc3c(s2)-c2ccc(Cl)cc2SC3)cc1 | 4.5% |

Some values from the list:
COc1ccccc1CNc1nc(-c2ccco2)nn1S(=O)(=O)c1ccc2ccccc2c1 @ FLuc counter = -9.3%
Cc1ccc(S(=O)(=O)N2CCN(Cc3ccc4c(c3)OCO4)CC2)cc1 @ FLuc counter = 2.2%
